PNC inhibitor: inhibitors of perinucleolar compartment assembly; PC3M PTB-GFP, PNC prevalence imaging, 16 h; hits give low values; activity change (PNC), negative = inhibition, % at 10 µM; 140,000 tested, 3.1% active; AID 2417;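 active means readout at or below -70, meaning at least 70% loss of cells showing the perinucleolar compartment, a nuclear body marking cancer cells; inconclusive means readout between -30 and a set limit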;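 further: plate controls were DMSO wells for no effect and camptothecin positive control wells for full effect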
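PC3M cells stably expressing PTB-GFP, 750–1000 cells/well, treated 16 h at 37 °C with compound (23 nl of library stock), in duplicate. After paraformaldehyde fixation and Hoechst stain, imaged at 20x; PNC prevalence scored by image analysis.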
12-hLO inh: blocks human 12-lipoxygenase activity | 150,000 tested, 0.12% active | AID 1452 | Potency, µM (doses to about 57.1 µM), without a hit: at the highest dose activity change, negative = inhibition, hits mostly inhibitors | purified 12-hLO, xylenol orange hydroperoxide absorbance | P18054; further: potency means the concentration at half of the fitted maximal effect; nearly all actives have a fitted effect of over 55% in size; many of its hits are not listed in these tables
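Purified human 12hLO (150 nM final) was preincubated with compounds for 15 min at room temperature in 25 mM Hepes pH 7.0, 0.01% Triton X-100, then reacted with 40 uM arachidonic acid for 30 min. Hydroperoxide was detected with ferrous iron/xylenol orange.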
15-hLO-2 inh: blocks human 15-lipoxygenase 2 activity | purified 15hLO-2, xylenol orange hydroperoxide absorbance | Potency, µM (series often up to 57.1 µM), without a hit: at the highest dose activity change, negative = inhibition, most hits filed as inhibitors | 110,000 tested, 0.56% active | AID 881; further: potency means the concentration at half of the fitted maximal effect; nearly all actives have a fitted effect of over 60% in size; many of its hits are not listed in these tables
Target sequence (O15296 whole entry, looked up): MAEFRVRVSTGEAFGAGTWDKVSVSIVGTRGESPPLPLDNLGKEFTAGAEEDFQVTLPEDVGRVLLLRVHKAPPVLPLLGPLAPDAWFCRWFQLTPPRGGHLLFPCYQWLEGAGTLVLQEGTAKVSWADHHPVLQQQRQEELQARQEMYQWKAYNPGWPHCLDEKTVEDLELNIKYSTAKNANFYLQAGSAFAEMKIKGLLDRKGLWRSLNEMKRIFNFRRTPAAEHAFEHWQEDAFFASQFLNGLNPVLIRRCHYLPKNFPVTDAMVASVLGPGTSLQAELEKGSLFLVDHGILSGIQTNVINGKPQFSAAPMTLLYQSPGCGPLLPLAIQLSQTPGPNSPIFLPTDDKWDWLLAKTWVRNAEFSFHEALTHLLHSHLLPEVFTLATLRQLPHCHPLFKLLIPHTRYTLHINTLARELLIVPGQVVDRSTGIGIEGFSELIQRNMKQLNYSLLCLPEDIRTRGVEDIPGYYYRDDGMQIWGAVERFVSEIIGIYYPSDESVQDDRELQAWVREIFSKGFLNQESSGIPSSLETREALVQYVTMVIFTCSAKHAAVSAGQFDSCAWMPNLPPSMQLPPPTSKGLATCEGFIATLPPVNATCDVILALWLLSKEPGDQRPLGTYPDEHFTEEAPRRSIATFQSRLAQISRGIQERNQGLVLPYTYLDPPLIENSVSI
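Purified human 15hLO-2 (50 nM) preincubated 15 min with compound, then 45 uM arachidonic acid for 90 min at RT in 25 mM Hepes pH 7.5, 0.01% Triton X-100. Hydroperoxide detected by Fe-xylenol orange; 573/405 nm absorbance ratio.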
IMPase inh: cell-permeable inhibitors of inositol monophosphatase (IMPase) | P97697 | CHO-M1 cells, IP1 accumulation, HTRF TR-FRET ratio | AID 901 | inhibition (IP1 accumulation), % at 46.1 µM | 120,000 tested, under 10 active; active means well fitted curve in the direction sought with a large enough effect in the signal ratio, not every such curve was filed as active; inconclusive means small, poorly fitted or top-dose-only effect, or a change in a side signal; inactive means no such curve, though single readings can be large or run the other way; the % refers to the signal ratio;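 further: cells stimulated with carbachol in lithium chloride buffer; plate controls were DMSO basal wells for no effect and reference inhibitor wells for full effect; higher means more IMPase inhibition seen as more IP1 and lower FRET ratio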
Target sequence (P97697 whole entry, looked up): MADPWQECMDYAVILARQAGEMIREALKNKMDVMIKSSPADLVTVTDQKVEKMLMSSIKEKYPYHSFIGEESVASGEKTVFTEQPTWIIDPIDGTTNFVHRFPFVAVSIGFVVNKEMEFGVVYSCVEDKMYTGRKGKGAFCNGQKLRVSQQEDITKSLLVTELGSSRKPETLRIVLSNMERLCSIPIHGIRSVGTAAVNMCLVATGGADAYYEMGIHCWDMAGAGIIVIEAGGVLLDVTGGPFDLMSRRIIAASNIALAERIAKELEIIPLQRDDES
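In this qHTS, compounds (final up to 46 uM) act on CHO-M1 cells that are then activated through the M1 receptor with carbachol, in pH 7.4 buffer containing 50 mM LiCl, for 30 min. IP1 accumulation is quantified by the IP-One immunoassay.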
Active calls of the source: *; ? = inconclusive; . = no result given; [ ] = another dose, or the depositor's remark. Unless noted, the call rests on the fitted dose curve; in most records, active means well fitted curve in the direction sought with a large enough effect; inconclusive means small, poorly fitted or top-dose-only effect, or another doubt; inactive means no such curve, though single readings can be large; an effect the other way counts as inactive or inconclusive. Unless noted, on the % scale 0 is the no-effect control and ±100 the full control effect.

Second line of a record: PNC inhibitor | 12-hLO inh | 15-hLO-2 inh | IMPase inh
CNC(=S)N(Cc1cccs1)Cc1cc2cc(OC)c(OC)cc2[nH]c1=O
    0 | -1% | . | .
Cc1cccc(/C=N/Nc2cc(N3CCOCC3)nc(N3CCOCC3)n2)c1
    ? | 0% | . | .
O=C(Cn1nc(C(=O)O)c2ccccc2c1=O)NCC1CCCO1 (stereo unspecified)
    -16 | -4% | 4% | -5
CCOC(=O)c1ccc(NC(=O)C2CCCO2)cc1 (stereo unspecified)
    25 | -6% | 3% | -1
CCCCN1CNC(=S)N(c2ccc(C(=O)OCC)cc2)C1
    -18 | -3% | . | 7
CCOC(=O)N1CCN(C(=O)CSCC(=O)Nc2nc(-c3ccc(Cl)s3)cs2)CC1
    -26 | 0% | . | -1
O=C(CSC1=NCCS1)N1CCN(c2ccc(Cl)cc2)CC1
    -18 | -2% | ? | 8
CN(C(=O)COC(=O)CNC(=O)c1sc2ccccc2c1Cl)c1ccccc1
    2 | -3% | . | .
O=C(Cn1cnc([N+](=O)[O-])c1)Nc1cc(Oc2ccc(Cl)cc2Cl)cc([N+](=O)[O-])c1
    -11 | -12% | . | -6
O=C1NC(=NCc2ccccc2)S/C1=C\c1ccccc1
    -27 | -3% | . | 1
Cn1c(=O)c2c(nc(CN3CCC(C(N)=O)CC3)n2Cc2c(F)cccc2Cl)n(C)c1=O
    54 | 1% | -6% | 13
CC1=NNC(=O)/C1=C\c1cn(-c2ccccc2)nc1-c1ccc(Cl)cc1
    54 | -8% | -1% | 7
Cc1cc(Br)cc(C)c1OCCCCN(C)C
    90 | -8% | 16% | 5
COc1ccc(-c2nc3n(n2)C(c2cccnc2)C(C(N)=O)=C(C)N3)cc1 (stereo unspecified)
    5 | -3% | -4% | -1
C[C@H](NC(=O)NCCc1ccccc1)C(=O)O
    ? | 0% | -5% | 6
Cc1cc(C)n(-c2ccc(C(=O)Nc3cc(S(=O)(=O)N(C)C)ccc3Cl)cc2)n1
    -17 | -1% | . | -1
O=C(N/N=C/c1ccccc1Br)c1ccc(CSc2cccc3cccnc23)cc1
    -8 | -5% | 7% | -3
Nc1cc(-c2ccco2)no1
    -10 | -11% | 5% | -3
CC(=O)Nc1ccc(S(=O)(=O)NC(CC(=O)NCCC2=CCCCC2)C(C)C)cc1 (stereo unspecified)
    33 | 2% | -4% | -4
O=C(CNc1cccc2ccccc12)c1ccc([N+](=O)[O-])cc1
    -3 | -4% | . | -3
COc1cc(NC(=O)CN2CCN(c3ccccc3F)CC2)c(C)cc1[N+](=O)[O-]
    ? | -1% | . | -7
COc1ccc(C(=O)NCc2ccc3c(c2)OCO3)cc1S(=O)(=O)NCc1ccc(Cl)cc1
    38 | -8% | . | .
O=c1[nH]c2cc(Cl)ccc2n1-c1ccccc1
    ? | -9% | -8% | 6
O=C(c1ccc(F)cc1)C1CCN(CCn2c(=S)[nH]c3ccccc3c2=O)CC1
    . | 1% | 41%[activator] | 1
CCOC(=O)c1c(-c2ccccc2)n(C)c2ccc(O)cc12
    54 | -3% | -13% | 3
O=C(Nc1cccc(F)c1)N1CC2(CCN(S(=O)(=O)c3ccccc3)CC2)C1
    . | 3% | -24% | .
O=C(N/N=C/c1cc(Br)ccc1O)c1ccccc1Cl
    ? | ? | . | .
CCC(=O)Nc1ccccc1C(=O)OCC(=O)c1ccccc1
    -20 | 4% | -1% | 0
CCC(=O)N(Cc1cc2c(C)ccc(C)c2[nH]c1=O)C1CCCCC1
    23 | -1% | 6% | 8
O.O.O.O=S(=O)([O-])OC[C@H]1O[C@@H](O[C@]2(COS(=O)(=O)[O-])O[C@H](OS(=O)(=O)[O-])[C@@H](OS(=O)(=O)[O-])[C@@H]2OS(=O)(=O)[O-])[C@H](OS(=O)(=O)[O-])[C@@H](OS(=O)(=O)[O-])[C@@H]1OS(=O)(=O)[O-].[Al]
    ? | -3% | . | .
O=C1CN(C(=O)C2CC2)c2ccccc2N1
    -17 | 0% | 3% | -5
Cc1ccc(C)c(-n2c(Cc3cc(=O)[nH]c(=O)[nH]3)nnc2SC(C)C)c1
    -3 | -1% | 0% | 3
COc1ccc([N+](=O)[O-])cc1NC(=O)Nc1cccc(Cl)c1
    34 | 0% | . | .
Cc1csc(NC(=O)CCN2C(=O)c3ccccc3S2(=O)=O)n1
    ? | 1% | -1% | 14
O=C(/C=C/c1ccc(Cl)cc1)NCc1cccs1
    ? | -2% | . | .
CC(=O)Nc1sc(C)c(C)c1CN1CCN(S(=O)(=O)c2ccccc2)CC1
    -4 | -1% | 6% | 3
COc1ccccc1NC(=O)c1ccc(NC(=O)c2cc3c(s2)CCC3)cc1
    ? | 3% | . | 6
COC(=O)c1oc2ccc(Br)cc2c1NC(=O)CCN1CCOCC1
    -7 | -9% | 2% | 0
Cc1cc(C)nc(SCc2nnc(SCC(=O)N3CCCc4ccccc43)o2)n1
    7 | -3% | 2% | 2
Cn1c(=O)oc2cc(S(=O)(=O)NC3CCCc4ccccc43)ccc21 (stereo unspecified)
    27 | 2% | -3% | 3

3 compounds already listed, ordered by the value under IMPase inh, ascending:
smiles	PNC inhibitor	12-hLO inh	15-hLO-2 inh	IMPase inh
O=C1CN(C(=O)C2CC2)c2ccccc2N1	-17	0%	3%	-5
Cc1ccc(C)c(-n2c(Cc3cc(=O)[nH]c(=O)[nH]3)nnc2SC(C)C)c1	-3	-1%	0%	3
COc1ccccc1NC(=O)c1ccc(NC(=O)c2cc3c(s2)CCC3)cc1	?	3%	.	6

Continuation:
Second line of a record: PNC inhibitor | 12-hLO inh | 15-hLO-2 inh | IMPase inh
CCOc1ccc(CCNC(=O)C2CCCN(c3nnc(-n4cccc4)s3)C2)cc1OCC (stereo unspecified)
    -8 | -3% | -6% | 5
CCOC(=O)/C(C#N)=C/Nc1cc(OC)ccc1OC
    51 | -2% | . | .
Cc1ccccc1-c1nc(CN2CCC(C(=O)NCC3CCCO3)CC2)c(C)o1 (stereo unspecified)
    ? | -3% | 38%[activator] | 6
Fc1ccc2[nH]c3c(N4CCN(C5CCCCC5)CC4)ncnc3c2c1
    ? | 0% | 33%[activator] | 7
COc1ccc(-c2nnc(-c3cccnc3)o2)cc1OC
    24 | -11% | 1% | 4
CN(Cc1ccccc1)c1nnc(N)s1
    -1 | 0% | . | .
Cc1ccc(-n2nnc3c(=O)n(Cc4cccc(C)c4)cnc32)cc1
    -18 | -3% | -6% | 9
CCN1CCN(c2nc(-c3cccnc3)nc3ccccc23)CC1
    ? | 2% | 14% | 8
Cn1c(SCC(=O)NC(C)(C)C)nnc1-c1ccc(C(C)(C)C)cc1
    -10 | 2% | -6% | -2
CCC(=O)N1CCCc2cc(S(=O)(=O)N3CCC(N4CCCCC4)CC3)ccc21
    3 | -6% | 9% | 24

Record cards (already shown).
Results for Cn1c(SCC(=O)NC(C)(C)C)nnc1-c1ccc(C(C)(C)C)cc1 → PNC inhibitor = -10; 12-hLO inh = 2%; 15-hLO-2 inh = -6%; IMPase inh = -2
Results for CCN1CCN(c2nc(-c3cccnc3)nc3ccccc23)CC1 → PNC inhibitor = ?; 12-hLO inh = 2%; 15-hLO-2 inh = 14%; IMPase inh = 8

Other records
Second line of a record: PNC inhibitor | 12-hLO inh | 15-hLO-2 inh | IMPase inh
Brc1ccc(OCCCN2CCOCC2)cc1
    2 | -1% | 1% | -6
CC(=O)n1c2c(c3ccccc31)OC(N)=C(C#N)C2c1cccc(Cl)c1Cl (stereo unspecified)
    -10 | -1% | . | 10
O=S1(=O)N=C(SCCO)c2ccccc21
    6 | -2% | -6% | 5
CCC(C)(C)NC(=O)C(c1cccn1C)N(Cc1ccccc1)C(=O)Cn1nnc2ccccc21 (stereo unspecified)
    ? | 5% | -13% | 3
COc1ccccc1C1C(C(C)=O)=C(O)C(=O)N1CCc1ccccc1 (stereo unspecified)
    ? | 25% | 47%[activator] | -25
OCCNc1ccc(Cl)cc1
    34 | -2% | -2% | 0
COc1ccccc1CN1CCCC2(CCN(S(C)(=O)=O)CC2)C1
    . | 4% | 1% | .
Cc1ccc(OCC(=O)Nc2ccc(Cl)cc2)c(-n2nc3ccccc3n2)c1
    56 | 5% | -18% | 6
CC(=O)C(=[N+]=[N-])C(=O)NCc1ccccc1
    37 | 0% | 7% | 1
COc1cc([N+](=O)[O-])ccc1NC(=O)Nc1nc2c(s1)CCCC2
    ? | -4% | . | -10

Three entries out of the list, ordered by SMILES length, low to high.
Second line of a record: PNC inhibitor | 12-hLO inh | 15-hLO-2 inh | IMPase inh
COc1ccccc1CN1CCCC2(CCN(S(C)(=O)=O)CC2)C1
    . | 4% | 1% | .
COc1cc([N+](=O)[O-])ccc1NC(=O)Nc1nc2c(s1)CCCC2
    ? | -4% | . | -10
CCC(C)(C)NC(=O)C(c1cccn1C)N(Cc1ccccc1)C(=O)Cn1nnc2ccccc21 (stereo unspecified)
    ? | 5% | -13% | 3

(listing goes on)
Second line of a record: PNC inhibitor | 12-hLO inh | 15-hLO-2 inh | IMPase inh
CCCc1nc(-c2cc3ccc(C)cc3[nH]c2=O)no1
    -3 | -6% | . | -1
Cc1cccc(N2C(=O)CC(Sc3nc(C)c4c(n3)CCCC4)C2=O)c1 (stereo unspecified)
    -4 | 0% | -4% | 0
CC1=C(C#N)C(Nc2ccc(Cl)cn2)(C(F)(F)F)C(=O)N1 (stereo unspecified)
    7 | -2% | 9% | 5
CN(/N=C\c1ccc(O)c(O)c1)c1nc(-c2ccccc2)cc(-c2ccccc2)n1
    -7 | -29% | . | .
Cc1cc(-c2ccccc2)nc(N2CCC(C(=O)NCc3ccccc3Cl)CC2)n1
    54 | 2% | . | 5
COc1ccc(CCNC(=O)CCC2COc3ccccc3O2)cc1OC (stereo unspecified)
    -6 | 1% | . | 4
COCCNc1nc(SCc2ccccc2)nc2sc3c(c12)CCC3
    24 | -1% | -4% | 12
Cc1cccc2c1OCC/C2=N\NC(=O)COc1ccccc1Cl
    36 | -7% | -4% | -17
Cc1c(C(=O)Nc2ccc(Br)cc2)cnn1C
    ? | 0% | . | .
COc1ccccc1OC(=O)CN1C(=O)c2ccccc2C1=O
    64 | -2% | -4% | -5
CC(C)(C)C(=O)CSc1nnc(-c2cccs2)n1CC1CCCO1 (stereo unspecified)
    -20 | 2% | 1% | 1
CC1(C)CC(=O)C2=C(C1)N=C1SCCC(=O)N1C2c1ccc(C(F)(F)F)cc1 (stereo unspecified)
    39 | -6% | 0% | 5
CCn1cc(/C=N/NS(=O)(=O)c2ccc(C)cc2)c(C)n1
    ? | 5% | 1% | 3
O=C(CN(C1CCCCC1)S(=O)(=O)c1ccc(F)cc1)NCCCO
    -8 | 0% | 5% | -9
O=C(c1coc2ccc(O)cc12)C1CC1
    ? | -3% | -3% | 6
Cc1ccc(-c2noc(=O)n2CC(=O)Nc2ccc(S(=O)(=O)NC3CC3)cc2)cc1
    12 | -8% | -1% | -1
Cc1ccc(NC(=O)c2c(C(F)(F)F)nn(C)c2Cl)cc1C
    ? | 4% | . | 0
Cc1ccccc1-c1nnc(Cc2ccccc2)o1
    ? | 0% | . | .
CCOc1ccc(C2NC(=O)NC(C)=C2C(=O)OC)cc1C (stereo unspecified)
    ? | 0% | 5% | 10
O=C(NCN1CCc2ccccc2C1)c1cnccn1
    6 | -4% | -15% | -6
O=C(c1cc(-c2ccc(O)cc2)on1)N1CCCc2ccccc21
    -29 | -5% | -12% | 4
CCc1ccc(NC(=O)c2ccc3ncsc3c2)cc1
    ? | 4% | 1% | -3
COC(=O)c1cc(OC)c(OC)cc1NC(=S)N1CCN(C/C=C/c2ccccc2)CC1
    -7 | -4% | . | .
O=C(NCCc1ccccc1)C1CCN(S(=O)(=O)N2CCC3(CC2)OCCO3)CC1
    -29 | 0% | 10%[11.4 µM] | 1[1.84 µM]
CCOc1ccc(NC(=O)CN(Cc2ccccc2)S(C)(=O)=O)cc1
    -14 | 4% | . | 1
O=C1CSC(c2ccccn2)N1Cc1cn2ccccc2n1 (stereo unspecified)
    -19 | 5% | 2% | -5
